CatB inh – inhibitors of human cathepsin B | purified cathepsin B, fluorogenic substrate, fluorescence | AID 453 | P07858 | 63,000 compounds, 0.1% hits | inhibition, %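 (tested at 10 µM)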; in the data active = inhibition above about 21%;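 note: 0% = enzyme with no compound and 100% = no enzyme blank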
Abs 340nm – compounds absorbing at 340 nm; compound absorbance at 340 nm, fold over control; fold change at 10 µM; 65,000 tested, under 10 active;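 active = at 10 µM dose, initial 340 nm absorbance at least 2 fold that of control wells; inactive = change under 2 fold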;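 note: initial absorbance extrapolated from kinetic A340 decline of NADH oxidation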
CatB mixtures – inhibitors of human cathepsin B in compound mixtures | Purified cathepsin B, AMC dipeptide fluorescence | 62,000 compounds, 0.06% hits | inhibition, %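 (ten-compound pools at 5 µM per compound and 50 µM total)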 | P07858 | AID 488; in the data active = inhibition above about 22%, passing the limit was not always enough;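 note: 0% = enzyme without compound and 100% = no enzyme blank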
CatS inh – human cathepsin S inhibition; recombinant cathepsin S, AMC dipeptide fluorescence, pooled mixtures; inhibition, %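 (tested at 5 µM per compound within 10-compound mixtures)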; 62,000 compounds, 0.06% hits; in the data active = inhibition above about 32%, passing the limit was not always enough;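 note: 0% = enzyme without compound and 100% = blank without enzyme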
C1s block – blocks human complement C1s protease activity; purified C1s, fluorogenic AMC substrate, pooled mixtures; mean inhibition % of two 10-compound mixtures (active compounds read high), % at 5 µM (by protocol); 62,000 compounds, 0.16% hits; AID 538;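 active = inhibition above 20% in each of the two 10-compound mixture wells holding the compound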;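 note: 0% = enzyme wells lacking compound mixture and 100% = no-enzyme blank wells; some compounds called inactive have numbers as strong as hits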
Target sequence (P09871 16-437 limits assumed): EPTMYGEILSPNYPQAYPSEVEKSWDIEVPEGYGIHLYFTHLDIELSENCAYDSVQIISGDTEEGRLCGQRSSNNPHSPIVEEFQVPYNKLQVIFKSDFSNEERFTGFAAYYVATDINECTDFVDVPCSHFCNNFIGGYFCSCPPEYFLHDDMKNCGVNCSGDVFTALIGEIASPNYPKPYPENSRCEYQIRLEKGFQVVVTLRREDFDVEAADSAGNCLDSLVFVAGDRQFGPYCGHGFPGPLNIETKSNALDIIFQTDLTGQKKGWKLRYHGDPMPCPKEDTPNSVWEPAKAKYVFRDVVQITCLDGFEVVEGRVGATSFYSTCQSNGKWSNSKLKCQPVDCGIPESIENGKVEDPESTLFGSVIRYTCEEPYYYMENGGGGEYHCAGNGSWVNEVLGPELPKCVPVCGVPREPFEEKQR
Target sequence (P09871 438-688 limits assumed): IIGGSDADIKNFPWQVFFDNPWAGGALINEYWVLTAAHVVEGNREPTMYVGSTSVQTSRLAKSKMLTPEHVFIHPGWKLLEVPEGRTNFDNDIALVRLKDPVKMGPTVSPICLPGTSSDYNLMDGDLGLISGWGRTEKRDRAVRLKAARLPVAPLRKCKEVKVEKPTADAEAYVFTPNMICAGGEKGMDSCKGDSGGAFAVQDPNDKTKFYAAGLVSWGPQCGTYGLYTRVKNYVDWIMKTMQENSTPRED
CatG inh – cathepsin G (human) inhibition | inhibition, % at 5 µM (by protocol) | 62,000 compounds, 0.2% hits | purified enzyme, AMC-tetrapeptide fluorescence, pooled mixtures | P08311;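 active = inhibition above 20% in each of the two mixture wells holding the compound; inactive = inhibition of 20% or less in either well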;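 note: 0% = enzyme control without mixture and 100% = blank lacking enzyme; strong numbers were not always called active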
FXIIa mix inh – blocks human factor XIIa in pooled compound mixtures; AID 684; 62,000 compounds, 0.2% hits; P00748; inhibition, % at 5 µM; purified FXIIa, fluorogenic substrate;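 note: 0% = enzyme without compound and 100% = no enzyme blank; some results filed as inactive read as strong as hits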
FXIa mix inh – inhibitors of human coagulation factor XIa, pooled mixtures; purified FXIa, fluorogenic substrate; inhibition, % at 5 µM; 62,000 compounds, 0.19% hits; AID 680;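 note: each value is inhibition by a whole ten-compound pool holding the compound; 0% = enzyme with no mixture and 100% = wells lacking enzyme; strong numbers were not always called active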
CatL block – inhibitors of human cathepsin L. P07711. purified cathepsin L, fluorogenic substrate, fluorescence. inhibition, %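 (tested at 10 µM)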. 58,000 compounds, 0.17% hits. AID 460; in the data active = inhibition above about 45%;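 note: 0% = enzyme with no compound and 100% = no enzyme blank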
Target sequence (P07711 114-288 limits assumed): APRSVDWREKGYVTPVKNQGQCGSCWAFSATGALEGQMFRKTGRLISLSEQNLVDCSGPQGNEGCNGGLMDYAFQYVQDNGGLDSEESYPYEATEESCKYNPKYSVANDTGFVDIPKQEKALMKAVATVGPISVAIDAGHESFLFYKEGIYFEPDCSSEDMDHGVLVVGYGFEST
Target sequence (P07711 292-333 limits assumed): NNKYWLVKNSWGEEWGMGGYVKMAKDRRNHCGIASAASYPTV
Active calls of the source: *; nt = no result given. Cut-off read from the data, not from the text of the source, unless noted: active = inhibition above about 20% (passing the limit was not always enough); inactive = the rest. An excerpt; count on the stated rates, not on these rows.

SMILES	CatB inh	Abs 340nm	CatB mixtures	CatS inh	C1s block	CatG inh	FXIIa mix inh	FXIa mix inh	CatL block
CCC1CCCCN1Cc1nc2c(c(=O)n(C)c(=O)n2C)n1CCC(C)C (stereo not given)	-0.1	1.05	-1.1	28.9	-15.3	-2.4	6.1	7.5	22.7
CCC(=O)N1CCc2cc(S(=O)(=O)NC(C(=O)N3CCc4ccccc4C3)C(C)C)ccc21 (stereo not given)	0.8	1	15.3	2.0	-29.6	4.5	-0.1	0.3	17.4
CCOC(=O)c1nnn(CC(=O)Nc2cccc(Cl)c2C)c1C(=O)OCC	-0.6	1.02	-1.5	0.6	6.1	41.5	3.1	27.4	nt
O=C(CSc1n[nH]c(C2CCCC2)n1)NC1CCCC1	3.1	0.99	4.3	9.5	9.3	9.5	13.0	2.1	10.2
CC1CCCN(S(=O)(=O)c2cccc(-c3cn4cccnc4n3)c2)C1 (stereo not given)	-11.1	1.09	-8.1	-10.7	-33.9	-18.1	8.6	-12.1	-135.6
COc1cccc(CNC(=O)c2ccccc2N)c1	-3.6	1.03	5.2	4.3	-32.3	22.1	0.4	7.4	-2.0
Cc1nc(Sc2cccn2C)c(C(F)(F)F)c(=O)[nH]1	1.9	1.01	-0.8	1.9	2.4	2.5	5.5	10.8	13.8
C/C(=C(\C#N)C(=O)NCCCN1CCOCC1)N(C)C	2.7	1	3.4	3.4	12.1	7.2	-15.5	5.9	9.1
O=C(C1CCN(S(=O)(=O)c2cnc[nH]2)CC1)N1CCc2ccccc2C1	9.2	0.97	2.5	1.4	-32.6	3.4	6.7	-6.1	33.3
O=c1oc(-c2ccco2)nc2ccccc12	3.0	1.02	-7.7	-0.5	47.8*	74.3*	6.5	13.3	0.4
Cc1cc2ccccc2c(=O)[nH]1	0.1	1.05	13.4	2.6	15.1	9.8	-3.6	-0.2	0.1
CCOC(=O)C1=C(CNCCc2ccc(Cl)cc2)NC(=O)NC1c1ccc2c(c1)OCO2 (stereo not given)	-5.8	1.07	3.2	-9.5	3.9	0.2	2.7	9.2	-4.9
CN1CCN(C(=O)c2cc3sccc3n2CC(=O)c2ccccc2)CC1	3.2	0.97	-4.1	8.7	4.5	9.7	4.1	2.4	11.8
CCOc1ccc2[nH]c(=O)c(C(c3nnnn3CC3CCCO3)N3CCc4ccccc4C3)cc2c1 (stereo not given)	5.5	1.01	3.7	-10.1	9.4	12.1	-3.5	3.4	0.9
COc1cccc(-n2c(SCC(=O)NCCC3=CCCCC3)nc3n[nH]c(C)c3c2=N)c1	-1.5	1	-5.5	3.1	-38.2	-5.4	1.0	9.0	6.4
COc1ccc2c(=O)c3c(=O)n(Cc4ccco4)c(C(C)C)nc3oc2c1	2.4	1	6.6	-5.1	-1.9	1.0	-2.1	-2.3	-0.5
COc1cc(NC(=O)CN2c3cccc4cccc(c34)S2(=O)=O)cc(OC)c1OC	1.9	1.09	1.4	-7.0	10.1	7.8	4.7	3.6	-12.3
O=C1C2C3C=CC(C3)C2C(=O)N1CC1CCCO1 (stereo not given)	2.4	0.99	-4.1	-4.8	1.4	4.5	3.9	-1.3	2.9
NC(=O)c1ccccc1NS(=O)(=O)Cc1ccccc1	3.4	1.05	-1.1	0.6	-14.6	5.0	-0.8	-10.5	27.7
COc1cccc(C(=O)Nc2cccc(C(=O)N3CCOCC3)c2)c1	1.8	1	8.0	16.8	17.2	10.2	1.8	12.3	3.6
O=C(Nc1ccccn1)c1cccc(S(=O)(=O)N2CCCCC2)c1	4.6	1.02	-2.8	-7.0	15.0	8.7	1.7	8.5	nt
CCn1c(SCC(=O)c2ccc(C)cc2)nnc1-c1ccoc1C	1.9	1.01	-9.5	-1.5	19.9	39.2	5.2	6.3	-3.4
CCCC(=O)c1cc(F)c(N2CCN(C(=O)OCC)CC2)cc1C	-1.0	1.06	-4.9	-4.0	-9.5	0.8	10.4	2.5	-10.1
Nc1ccc2nc3n(c(=O)c2c1)CCC3	-1.4	1.08	0.5	-2.8	-16.6	-7.8	6.2	-3.0	-36.1
Cc1cccc(-c2nc(CS(=O)CC(=O)NCC3CCCO3)c(C)o2)c1 (stereo not given)	9.0	1.03	5.6	22.0	-42.0	-12.1	-0.4	0.9	13.6
O=C(NCc1ccc2c(c1)OCO2)c1cccs1	2.2	1	0.7	-0.6	10.5	7.4	-20.1	5.9	14.8
O=C1CCCN1Cc1ncnn1-c1ccccc1	2.8	0.98	-12.3	-11.5	-21.9	-8.7	6.7	-12.7	1.6
CCCC(=O)N(CCc1ccccc1)Cc1nc2ccccc2c(=O)[nH]1	-2.1	1	7.4	-1.9	-2.7	1.6	8.6	2.8	-4.1
CCCOc1ccc(N2C(=O)CC(NCCCN3CCC(C(N)=O)CC3)C2=O)cc1 (stereo not given)	-4.4	0.99	5.7	-9.8	2.3	1.6	0.1	4.4	-4.0
CC(C)NC(=O)Cn1nnc(-c2cccc(NC(=O)c3ccccc3F)c2)n1	2.9	0.99	-5.2	0.6	-40.0	4.7	1.9	-7.0	-3.0

A different layout for some results above:
COc1ccc2c(=O)c3c(=O)n(Cc4ccco4)c(C(C)C)nc3oc2c1
  CatB inh = 2.4 | Abs 340nm = 1 | CatB mixtures = 6.6 | CatS inh = -5.1 | C1s block = -1.9 | CatG inh = 1.0 | FXIIa mix inh = -2.1 | FXIa mix inh = -2.3 | CatL block = -0.5

COc1cc(NC(=O)CN2c3cccc4cccc(c34)S2(=O)=O)cc(OC)c1OC
  CatB inh = 1.9 | Abs 340nm = 1.09 | CatB mixtures = 1.4 | CatS inh = -7.0 | C1s block = 10.1 | CatG inh = 7.8 | FXIIa mix inh = 4.7 | FXIa mix inh = 3.6 | CatL block = -12.3

Next part.
SMILES	CatB inh	Abs 340nm	CatB mixtures	CatS inh	C1s block	CatG inh	FXIIa mix inh	FXIa mix inh	CatL block
CCN=C1SC(CC(=O)NC(N)=O)C(=O)N1CC (stereo not given)	4.4	1.03	0.2	-9.7	15.4	23.7	-16.1	11.0	nt
C(=N\c1nc2ccccc2n1Cc1ccccc1)/c1cccs1	6.1	1.12	-0.4	-14.0	7.9	8.5	-0.6	2.5	7.2
COc1ccc(-n2c(C)cc(C(=O)Cn3c(NCCO)nc4ccccc43)c2C)cc1	2.9	1.04	-5.9	-2.1	-21.0	6.9	-15.1	-1.9	-0.4
c1ccc(-c2n[nH]c3c2CCC3)cc1	4.2	0.97	-2.0	2.7	3.3	7.2	9.7	-0.5	2.5
CCCC(c1nnnn1CS(=O)(=O)c1ccc(C)cc1)N1CCN(c2ccccc2)CC1 (stereo not given)	1.3	0.99	1.9	6.3	-27.9	-2.5	5.5	1.9	nt
CC1(C)CC(=O)C(C=NCCCN2CCOCC2)=C(O)C1	5.6	1.06	6.1	9.9	-39.5	-9.9	3.2	1.2	6.5
Cc1ccccc1NC(=O)CC1SC(=NC2CCCCC2)NC1=O (stereo not given)	-3.4	1.04	1.2	-3.7	19.5	6.6	4.5	1.4	8.2
C=CCOc1ccccc1CNn1nnnc1N	-3.1	1.02	4.1	-6.2	2.5	-1.1	11.6	8.2	-17.2
CCOc1ccc(N2CC(C(=O)Nc3ccc(F)cc3F)CC2=O)cc1 (stereo not given)	-3.7	1.02	-1.0	-4.2	0.4	-2.8	2.6	6.2	-3.1
CCN1CCCC1CNC(=O)c1c(O)c2c([nH]c1=O)CCCC2 (stereo not given)	-1.8	0.99	1.2	8.1	-43.3	-7.2	8.4	-4.3	-8.0
O=C(Nc1ccccc1C(=O)O)c1ncn[nH]1	-3.2	1.06	5.6	11.2	-13.6	-3.6	-17.0	2.0	7.1
Cc1cc(C(=O)N2CCc3ccccc32)c2cc(F)ccc2n1	-3.1	1.05	7.1	2.5	6.1	0.1	2.8	8.1	-6.2
CCOc1ccc(C(=O)c2ccc(OCC)c(N)c2)cc1N	nt	1.1	-2.1	7.2	-2.8	-2.6	-13.9	-2.6	7.1
Nc1nc(N2C(=O)C3CC=CCC3C2=O)nn1-c1ccccc1 (stereo not given)	2.2	0.97	1.5	-1.9	-14.6	-15.6	6.0	1.2	3.0
CCC(=O)Nc1ccc(Cl)c(NC(=O)C(C)C)c1	-1.8	0.99	3.6	-5.8	10.8	4.3	-5.9	3.0	4.4
Cn1c(=O)[nH]c(=O)c2c1nc(NC1CCCCC1)n2CC(=O)NC1CCCCC1	2.5	1	4.1	-19.8	17.0	13.5	-0.8	3.4	1.9
Cc1cc(NC(=O)C2CCCC2)nc2c1c(=O)oc1ccccc12	-1.4	1.02	7.5	13.8	13.0	11.8	-2.4	11.6	9.5
C=CCn1sc(N)c(C(=O)OCC)c1=S	-0.5	1.13	1.6	-5.6	9.1	8.0	2.3	9.0	-6.2
CS(=O)(=O)N(CC(=O)NCc1cccnc1)Cc1ccc(Cl)cc1	7.1	1.02	5.3	1.5	-52.8	-10.2	7.5	-2.6	-0.2
Cc1nn(Cc2ccccc2)c2sc(C(=O)N3CCN(Cc4ccc5c(c4)OCO5)CC3)cc12	-0.5	1.02	-1.2	1.5	1.4	8.2	1.7	-2.8	10.9
COC(=O)Cc1c(C)nc2nc[nH]n2c1=O	0.8	0.99	-10.5	3.7	-6.5	4.2	1.3	3.8	-1.4
O=C(NC1CCN(Cc2ccccc2)CC1)C1CCN(S(=O)(=O)c2cccc3nsnc23)CC1	7.4	1	7.7	-0.2	11.0	5.9	0.9	7.8	7.5
CCOC(=O)[C@H]1CCC[C@@H](NS(=O)(=O)c2ccc(NC(C)=O)cc2)C1	1.1	1.02	5.1	-1.7	18.2	14.8	2.2	9.3	22.4
CC(Sc1nc(N(C)C)nc(N2CCOCC2)n1)C(=O)Nc1ccccc1 (stereo not given)	0.9	1.02	3.9	9.4	15.2	9.5	3.8	8.7	10.7
O=C(c1ccc(Cn2c(=O)[nH]c3ccccc3c2=O)cc1)N1CCN(c2ccc(Cl)cc2)CC1	-2.7	0.99	3.0	3.0	-52.0	-7.4	1.4	2.8	19.8
COc1cc(-c2nnc(-c3ccncc3)o2)ccc1OCc1ccccc1	-4.4	1.05	0.2	4.6	-8.2	-3.1	1.2	-5.6	-3.5
CC1CCN(C(=O)COc2ccccc2F)CC1	-6.1	1.03	2.2	12.8	-26.2	1.0	3.6	4.0	nt
CC(=O)c1ccc(NC(=O)CCc2c(C)nc3ncnn3c2C)cc1	-1.5	1	8.3	0.5	2.0	-1.7	7.4	10.8	21.4
O=C1c2[nH]nc(-c3ccccc3O)c2C(c2ccccc2)N1Cc1ccco1 (stereo not given)	1.4	1.05	-7.5	-1.7	-35.3	-21.7	-18.2	-4.6	-22.7
COC(=O)C1OC2(OC1C(=O)OC)c1ccccc1-c1ccccc12 (stereo not given)	-2.3	0.98	5.7	16.1	-7.7	0.2	6.1	4.3	12.7

An excerpt from above, showing only CatB mixtures.
Compound	CatB mixtures
COc1cc(-c2nnc(-c3ccncc3)o2)ccc1OCc1ccccc1	0.2
Cc1cc(NC(=O)C2CCCC2)nc2c1c(=O)oc1ccccc12	7.5

Single entries from the list.
Cn1c(=O)[nH]c(=O)c2c1nc(NC1CCCCC1)n2CC(=O)NC1CCCCC1 in CatB inh: 2.5
O=C(c1ccc(Cn2c(=O)[nH]c3ccccc3c2=O)cc1)N1CCN(c2ccc(Cl)cc2)CC1 in C1s block: -52.0
CC(Sc1nc(N(C)C)nc(N2CCOCC2)n1)C(=O)Nc1ccccc1 (stereo not given) in C1s block: 15.2

The results go on:
SMILES	CatB inh	Abs 340nm	CatB mixtures	CatS inh	C1s block	CatG inh	FXIIa mix inh	FXIa mix inh	CatL block
Cc1cc(C)cc(OCC(=O)NC2=NCCS2)c1	-2.7	1.01	-4.6	0.9	0.3	3.2	-1.1	4.1	-4.4
COCCn1c(=O)[nH]c2cc(C(=O)NCCN3CCN(c4cccc(Cl)c4)CC3)ccc2c1=O	0.1	1.06	-4.0	-4.9	11.0	9.8	3.2	7.2	8.9
Nn1c(SCC(=O)Nc2cccc(F)c2)nnc1C1CCCCC1	-2.0	1.04	0.8	-6.8	14.6	8.6	-25.9	6.5	-11.8
N#CC(C(=O)C1CCCCC1)c1nc2ccccc2[nH]1 (stereo not given)	2.4	1.03	-1.4	3.7	-5.8	7.2	-15.9	5.8	14.3

Screening data as filed in PubChem.
